EphB4 antag – EphB4-ephrin-B2 interaction antagonists, primary screen, biochemical, TNYL-RAW peptide probe, fluorescence polarization | inhibition, % at 7 µM | EphB4 LBD / TNYL-RAW-Alexa532 peptide | 97,000 compounds, 0.15% hits;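 active means inhibition above the screen-wide mean inhibition plus 3 SD, cut at about 15% in these data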;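 further: 0% = DMSO wells and 100% = excess unlabeled TNYL-RAW peptide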
CYP2C9 inhib – blockers of cytochrome P450 2C9 activity – biochemical, luminescence, ADME assay, primary screen; inhibition, % at 5 µM; AID 777, 2007; 96,000 compounds, 20% hits; CYP2C9 Supersomes, luciferin-H conversion;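 active means blocking of liver enzyme CYP2C9 beyond about 50% at 5 µM, limit read from the data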; further: values of inactives mirror those of a sister screen read the other way
Target sequence (P11712 whole entry, looked up): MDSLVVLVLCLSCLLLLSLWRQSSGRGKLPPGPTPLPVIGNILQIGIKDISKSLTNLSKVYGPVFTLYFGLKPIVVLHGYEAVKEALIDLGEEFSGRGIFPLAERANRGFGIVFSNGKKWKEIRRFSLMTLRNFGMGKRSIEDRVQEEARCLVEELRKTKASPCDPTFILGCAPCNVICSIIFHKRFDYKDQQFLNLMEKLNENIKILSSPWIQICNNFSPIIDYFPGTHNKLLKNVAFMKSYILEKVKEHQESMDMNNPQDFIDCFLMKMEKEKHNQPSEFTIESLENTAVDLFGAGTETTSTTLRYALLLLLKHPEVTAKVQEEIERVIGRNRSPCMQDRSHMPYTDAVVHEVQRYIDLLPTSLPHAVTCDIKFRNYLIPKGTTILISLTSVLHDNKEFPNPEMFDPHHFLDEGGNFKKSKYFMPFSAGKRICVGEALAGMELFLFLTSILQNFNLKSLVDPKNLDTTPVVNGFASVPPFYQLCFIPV
LYP act – LYP phosphatase activators, primary screen, biochemical, DiFMUP fluorescence, 2 µM; Tyrosine-protein phosphatase non-receptor type 22 (Homo sapiens), Q9Y2R2; recombinant LYP; 0 = plate median, 100 = signal doubled; activation, % at 2 µM; 96,000 compounds, 0.11% hits;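 active means activation at 2 µM above a set limit, the mean plus 5 SD, cut at about 37% in these data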
Calb biofilm kill – clotrimazole potentiators killing Candida biofilms, primary screen, with clotrimazole, Alamar Blue | C. albicans biofilm + clotrimazole | 85,000 compounds, 0.14% hits | inhibition, % at 6 µM;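 active means inhibition above 20%; inactive means inhibition below 20%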;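 further: preformed 24 hr biofilms exposed to compound for 48 hr; 0% = biofilm without compound and 100% = blank killed by clotrimazole plus chlorhexidine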
CYP2C9 activ – human CYP2C9 activators, primary screen, biochemical, luminescence; AID 1024, 2008; Cytochrome P450 2C9 (Homo sapiens), P11712; activation factor at 5 µM; 96,000 compounds, 1.4% hits; recombinant CYP2C9, luciferin-H conversion; active compounds read high; factor 1 = untreated enzyme, 0 = blocked;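 active means activation factor of 2 or more for CYP2C9 at a 5 µM dose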;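 further: 0 = sulfaphenazole-blocked wells and 1 = vehicle-only wells; values of inactives mirror those of a sister screen read the other way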
PLK1 kinase inh – human PLK1 kinase inhibitors, primary screen, biochemical, TR-FRET; Serine/threonine-protein kinase PLK1 (Homo sapiens), P53350; inhibition, % at 10 µM; 97,000 compounds, 0.53% hits; recombinant PLK1 kinase, TR-FRET peptide phosphorylation;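 active means inhibition of 50% or more in the single-concentration screen; inactive means inhibition below 50%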;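 further: 0% = DMSO max control and 100% = H-89 dihydrochloride min control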
Target sequence (P53350 whole entry, looked up): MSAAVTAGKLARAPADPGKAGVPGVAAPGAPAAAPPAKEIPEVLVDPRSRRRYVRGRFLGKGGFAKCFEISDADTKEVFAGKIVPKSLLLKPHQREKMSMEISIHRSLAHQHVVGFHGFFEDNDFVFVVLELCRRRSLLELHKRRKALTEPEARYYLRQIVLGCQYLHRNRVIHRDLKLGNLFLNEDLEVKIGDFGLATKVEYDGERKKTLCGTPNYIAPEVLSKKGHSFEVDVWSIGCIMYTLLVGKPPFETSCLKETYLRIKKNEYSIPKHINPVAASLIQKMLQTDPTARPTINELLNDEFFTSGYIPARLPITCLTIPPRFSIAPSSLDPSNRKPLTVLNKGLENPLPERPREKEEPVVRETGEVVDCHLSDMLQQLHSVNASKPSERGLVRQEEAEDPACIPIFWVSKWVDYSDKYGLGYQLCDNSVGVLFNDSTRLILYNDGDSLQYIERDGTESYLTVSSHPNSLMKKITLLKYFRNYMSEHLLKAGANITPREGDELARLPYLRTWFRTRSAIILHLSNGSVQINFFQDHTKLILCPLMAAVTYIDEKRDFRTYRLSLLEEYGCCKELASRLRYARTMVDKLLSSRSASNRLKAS
PTPN22 inh 2 – PTPN22 phosphatase inhibitors, primary screen, biochemical, DiFMUP fluorescence, 2 µM; Tyrosine-protein phosphatase non-receptor type 22 (Homo sapiens), Q9Y2R2; recombinant LYP catalytic domain; inhibition, % at 2 µM; 96,000 compounds, 0.21% hits;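 active means inhibition at 2 µM at or above a set limit, the screen mean plus 3 SD, cut at about 24% in these data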;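 further: 0% = DMSO with enzyme and 100% = enzyme fully blocked by orthovanadate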
Rev-RRE block – HIV-1 Rev-RRE binding inhibitors, primary screen, biochemical, FRET, protein-RNA interaction; inhibition, % at 8 µM; AID 704, 2007; Rev peptide-RRE RNA binding; 97,000 compounds, 0.79% hits;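 active means inhibition above the screen-wide mean plus 3 SD, cut at about 35% in these data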;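 further: 0% = median DMSO wells and 100% = median Neomycin B control wells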
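Test system – labelled RRE RNA duplex and labelled Rev peptide · Signal – fluorescein-to-Cy5 FRET, 480 nm excitation · Evaluation – % inhibition of FRET ratio versus controls · Benchmarks – DMSO low control, neomycin B high control · Incubation – 5 min RNA-compound premix plus 15 min binding step, 25 °C · Medium – HEPES pH 7.5 salt buffer with EDTA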
PLK1 PBD inh – Plk1 polo box domain binding inhibitors, primary screen, biochemical, fluorescence polarization. Serine/threonine-protein kinase PLK1 (Homo sapiens), P53350. inhibition, %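 (tested at about 20 µM)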. Plk1 PBD phosphopeptide binding. 97,000 compounds, 0.13% hits; in the data active means inhibition above about 34%, passing the limit was not always enough
The depositor's hits bear a star; nt = not tested or not shown; [ ] = remark or other dose. Compounds were not picked by outcome; any-hit rate near 20%.

SMILES	EphB4 antag	CYP2C9 inhib	LYP act	Calb biofilm kill	CYP2C9 activ	PLK1 kinase inh	PTPN22 inh 2	Rev-RRE block	PLK1 PBD inh
Cc1ccc(-c2csc(C(C#N)=C3CCCC3)n2)cc1	5.6	-20.0	0.6	-1.6	1.2	-7.3	1.1	24.7	-29.0
O=C(OCc1cc2ccccc2[nH]c1=O)C1CCCO1 (stereo not drawn)	6.8	-4.0	-2.0	-2.3	1	7.4	1.4	9.5	7.2
Cc1ccc(Cl)cc1N(Cc1ccc(C(=O)NCc2cccnc2)cc1)S(=O)(=O)c1ccccc1	7.2	58.5*	-0.9	nt	0.4	-8.6	6.8	4.4	6.8
CCOC(=O)c1cccc(NC(=O)C2CCCN(S(=O)(=O)c3c(C)nn(C)c3C)C2)c1 (stereo not drawn)	4.9	92.9*	-4.4	-3.2	0.1	-11.2	1.5	3.9	-11.3
O=c1cc(CSc2ccc(Cl)cc2)nc(N2CCCCC2)[nH]1	0.8	33.5	10.9	-0.1	0.7	-18.7	-11.6	10.0	-8.2
COc1ccc(CN(CCCN2CCOCC2)S(=O)(=O)N(C)C)cc1OC	-9.7	2.8	-0.7	8.6	1	-9.3	-2.6	2.0	-27.2
Cc1ccc(S(=O)(=O)C(NC(=O)c2ccccc2)=C(Cl)Cl)cc1	-2.7	nt	0.6	nt	nt	-0.5	-3.1	-0.6	-2.0
COc1ccc2c(CC(=O)N3CCN(S(=O)(=O)c4cccs4)CC3)coc2c1	-6.5	34.4	-14.2	nt	0.7	-4.3	12.8	3.3	-6.4
CC(C)c1ccc(Nc2ncccc2C#N)cc1	-5.6	3.6	-0.9	nt	1	-6.9	4.9	4.7	5.7
COc1ccc(NC(=O)CNCCC2=CCCCC2)cc1	-10.0	-16.9	12.7	-1.8	1.2	-6.8	-13.3	1.0	-20.6
CCC(=O)Nc1cccc(-c2nnc(SCC(=O)NCc3ccco3)n2C)c1	1.1	-17.9	7.7	nt	1.2	-4.8	-10.1	7.7	-6.0
Cc1ccc(-n2c(=O)cc(N3CC(C)CC(C)C3)[nH]c2=O)cc1 (stereo not drawn)	-7.3	27.4	-4.0	0.2	0.7	-6.3	3.3	-1.5	14.7
O=C(O)c1ccc(Sc2nnc(-c3cccc(Br)c3)o2)c([N+](=O)[O-])c1	4.8	66.4*	-0.9	0.5	0.3	2.3	3.2	7.7	-28.1
COC(=O)c1[nH]c2ccc(Br)cc2c1NC(=O)CN1CCCCC1CCO (stereo not drawn)	-0.8	20.8	-1.8	4.7	0.8	-2.2	-1.6	8.7	13.1
COc1ccc(S(=O)(=O)N2CCOCC2)cc1C(C)C	6.9	-20.7	-4.0	-0.2	1.2	-6.7	3.0	2.9	-40.7
Fc1cc(Br)ccc1NC(=S)NCCc1ccccc1	4.3	45.1	1.6	nt	0.5	-15.9	0.5	6.6	-1.5
O=C1CCCN1c1ccc(CNS(=O)(=O)c2ccc(F)cc2)cc1	5.8	18.1	-4.1	7.9	0.8	-13.4	1.2	0.0	-30.0
COCCCNC(=O)c1cc(C(=O)c2c(-c3c(Cl)cccc3Cl)noc2C)c[nH]1	-12.0	7.5	-5.4	nt	0.9	-22.1	9.0	-0.7	-15.4
CC(C)Cn1cnc2c(=O)oc3ccccc3c21	5.5	8.4	-2.3	4.0	0.9	-6.3	2.2	11.1	-16.0
CC(=O)c1cn(CC(=O)NCc2ccc3c(c2)OCO3)c2ccccc12	-7.1	nt	-3.0	2.7	nt	-3.7	1.8	4.9	-2.7
COC(=O)[C@H](CCSC)NC(=O)NCCC1=CCCCC1	10.2	35.5	-0.3	-2.3	0.6	-3.7	-0.8	5.0	-3.5
O=C(c1cccc(F)c1)N1CCN(c2cc(N3CCCCC3)c(F)cc2[N+](=O)[O-])CC1	12.6	88.8*	-8.0	nt	0.1	-6.8	13.6	-0.3	-23.0
CCOc1cc(C2C(C#N)=C(N)OC3CCCC(=O)C32)ccc1OCCN1CCOCC1 (stereo not drawn)	0.9	-9.8	-4.1	8.8	1.1	-4.2	2.7	8.4	-12.3
Cc1cc(C)c(C)c(C(=O)CSc2nnc(-c3ccc4[nH]c(C)c(C)c4c3)o2)c1C	-7.1	nt	-3.6	4.2	nt	-10.2	4.2	2.6	-22.3
CCCc1nnc(SCc2ccc(C(=O)OC)o2)n1N	39.2*[fluorescence artefact?]	-12.3	-14.3	-2.2	1.1	-7.3	13.2	9.9	12.7
SMILES	EphB4 antag	CYP2C9 inhib	LYP act	Calb biofilm kill	CYP2C9 activ	PLK1 kinase inh	PTPN22 inh 2	Rev-RRE block	PLK1 PBD inh
N#Cc1sc2nc(-c3ccccc3)cc(-c3ccco3)c2c1N	1.1	1.0	7.3	8.0	1	-3.0	-6.0	37.0*	-23.0
CCN1CCN(C(=O)c2cc3cc4ccc(OC)cc4nc3s2)CC1	-7.8	-5.1	-2.6	-0.3	1.1	-4.8	3.5	-1.9	4.7
Oc1ccc(Cl)cc1-c1cc(-c2ccccc2)n[nH]1	8.1	13.8	-13.7	3.8	0.9	2.1	12.2	9.0	-2.8
COc1ccc(-c2cc(C(F)(F)F)n3ncc(C(=O)NCC4CCCO4)c3n2)cc1 (stereo not drawn)	3.7	44.4	-4.0	11.1	0.6	-15.3	6.6	5.2	-24.5
O=C(COc1ccc(-c2ccccc2)cc1)N1CCN(S(=O)(=O)Cc2ccccc2)CC1	-5.6	53.3*	-1.8	4.1	0.5	-7.3	4.3	8.3	-8.7
Cc1ccc(NC(=O)Nc2ncccc2C)cc1	-2.9	0.3	-11.6	5.8	1	-7.7	14.7	3.5	1.0
COc1cc(C)c(S(=O)(=O)n2nnc3ccccc32)cc1C	6.0	-31.8	2.3	-3.7	1.3	-16.8	-4.0	7.6	-26.5
CCOC(=O)CNC(=O)CSc1nnc(-c2cccc(C)c2)n1-c1ccc(OC)cc1	3.5	31.1	6.2	-1.6	0.7	-7.9	-7.3	6.4	-3.6
Cn1ncc(N=Cc2ccccc2O)c1C(=O)Nc1ccccc1	-0.1	-2.5	0.3	0.2	1	-7.8	-3.7	7.2	-7.2
COc1ccc(/C(O)=C2\C(=O)C(=O)N(Cc3ccco3)C2c2cc(OC)ccc2OC)cc1 (stereo not drawn)	-5.2	nt	6.0	2.7	nt	-15.5	-8.3	-1.3	-13.8
Cc1ccc(OCCCNCCO)c(Br)c1	-2.8	19.5	11.2	5.6	0.8	-5.9	-8.8	8.8	15.8
Cc1nc(C)c(C(=O)C2=C(O)C(=O)N(CCN(C)C)C2c2ccccc2)s1 (stereo not drawn)	-3.0	-18.6	-1.7	1.8	1.2	-9.3	-1.1	4.0	19.8
Brc1cccc(-c2nnc3sc(CN4CCC5(CC4)OCCO5)cn23)c1	0.0	14.4	-2.7	-1.3	0.9	-0.5	1.7	10.6	2.7
Cc1cccc(NC(=O)N(Cc2nc3ccccc3c(=O)[nH]2)C2CCCC2)c1	2.2	nt	-2.1	8.3	nt	-9.3	-0.4	3.8	-6.2
Cn1c(-c2cc3ccc(OC(=O)C(C)(C)C)cc3oc2=O)nc2ccccc21	6.6	-7.3	1.0	5.9	1.1	-13.9	1.7	2.2	37.2*
Clc1ccc(Oc2nc(N3CCOCC3)nc(N3CCOCC3)n2)c(C2CCCCC2)c1	-4.2	nt	-4.9	6.9	nt	-10.3	4.4	6.0	0.8
COc1ccc(CCNC(=O)NC2CCCCC2)cc1	-4.9	nt	-1.9	9.6	nt	-0.4	1.1	-0.9	2.3
O=C(CSc1nnc(-c2ccccc2O)o1)Oc1ccc(OCc2ccccc2)cc1	-4.0	-9.5	15.2	-4.0	1.1	-112.4	-17.1	2.7	-5.5
O=C(CCCSc1nc(-c2ccco2)cc(C(F)(F)F)n1)Nc1ccc2c(c1)OCO2	4.1	78.9*	8.3	3.4	0.2	-3.4	-10.5	9.7	-11.0
CCN(CC)C(=O)C(Sc1ccccc1)c1ccccc1 (stereo not drawn)	9.1	12.3	1.3	-2.1	0.9	-9.4	-5.3	8.3	-25.6
O=C(NC1CCCCCC1)c1cc2n(n1)C(C(F)(F)F)CC(c1ccco1)N2 (stereo not drawn)	0.4	23.0	2.4	9.9	0.8	-11.9	-5.0	-4.6	-3.6
Brc1ccccc1Cn1c(-c2cscn2)nc2ccccc21	1.1	15.4	3.6	4.8	0.8	-9.4	-5.3	5.5	-7.9
CCCNC(=O)N(C)c1nncnc1C(=O)NC	-5.0	3.7	4.4	3.7	1	-7.4	-5.2	3.0	-9.0
COc1cc(N2CCCC2)c(OC)cc1/C=C(/C#N)c1cccc(Br)c1	5.5	67.5*	-2.3	-4.2	0.3	-35.4	5.1	114.9*[fluorescence artefact?]	-194.8
O=C(CCNC(=O)c1ccc(Br)o1)NCc1ccc(Cl)cc1	-2.6	-0.8	1.6	6.8	1	-13.7	-2.8	-4.5	3.3
SMILES	EphB4 antag	CYP2C9 inhib	LYP act	Calb biofilm kill	CYP2C9 activ	PLK1 kinase inh	PTPN22 inh 2	Rev-RRE block	PLK1 PBD inh
COc1ccc(-n2[nH]c(C)cc2=O)cc1	-4.7	16.8	-2.2	9.6	0.8	-10.6	1.1	1.3	4.2
Cc1ccc(NC(=O)CS(=O)CC(=O)N(CC(=O)NC2CCCC2)c2cccc(C)c2C)cc1 (stereo not drawn)	3.4	48.2	3.3	6.3	0.5	3.8	-4.6	-0.5	1.3
COc1cccc(OC)c1NC(=O)CN1CCC(NC(=O)c2cccc(F)c2)CC1	-1.6	nt	10.8	4.9	nt	-7.5	-12.9	4.9	22.9
O=S1(=O)CC(N2CCOCC2)c2ccccc21 (stereo not drawn)	3.1	-13.0	2.7	5.7	1.1	-6.4	1.2	8.2	9.2
CCc1cccc2c(=O)c(C(=O)NCCN3CCOCC3)c[nH]c12	5.6	-17.2	8.5	8.5	1.2	-7.1	-4.9	3.8	-23.1
COc1ccc(Cl)cc1CSc1n[nH]c(C)n1	-2.0	15.2	1.1	6.2	0.8	-1.9	-1.9	3.3	-0.9
CCCCCCCc1c(C)nc(N2CCOCC2)[nH]c1=O	-3.4	74.2*	4.8	0.1	0.3	0.5	-4.3	2.4	-24.3
Cc1ccc(C(=O)Nc2nnc(C3CCCCC3)s2)o1	1.9	-4.0	2.1	4.9	1	-5.9	-3.3	5.0	-16.7
CN1CCN(c2oc(COc3ccc(-c4ccccc4)cc3)nc2C#N)CC1	5.0	19.9	-0.9	8.7	0.8	-4.2	4.7	2.9	2.1
O=C(COc1ccc(Cl)cc1)Nc1ccc(Cl)cn1	3.5	20.1	-5.7	4.7	0.8	8.3	8.0	-0.8	14.3
Cc1cccc(OCc2nnc(SCC(=O)Nc3ccc(C)c(C)c3)o2)c1	3.2	nt	0.0	6.4	nt	-7.1	0.2	2.0	-6.7
O=C(c1ccc([N+](=O)[O-])cc1)N1CCOC12CCN(c1ncc(C(F)(F)F)cc1Cl)CC2	-2.5	12.0	-2.3	7.1	0.9	-0.6	-0.2	14.4	-4.0

Source: PubChem
